Bioassay records: PubChem BioAssay, National Center for Advancing Translational Sciences (NCATS)
JMJD2A Tudor inh: JMJD2A Tudor domain (human) inhibition | AlphaScreen JMJD2A-Tudor / H3K4me3 peptide binding | Potency, µM (top dose mostly 114 µM), for inactives: at the highest dose activity change, negative = inhibition, most hits filed as inhibitors | 390,000 tested, 4.4% active; further: on the % scale 0 is the no-effect control and ±100 the full control effect; nearly all actives have a fitted effect of over 50% in size
Pol iota inh: DNA polymerase iota (human) inhibition. Pol iota fluorescent replication assay, 10 min. AID 588590. 390,000 tested, 1% active. Potency, µM (top dose mostly 115 µM), for inactives: at the highest dose activity, negative = inhibition, hits mostly inhibitors
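Pol iota at 10 nM preincubated 15 min with compounds at room temperature; reaction started with fluorescent substrate, 50 nM final. Fluorescence read kinetically at 0 and 10 min; buffer-only wells as negative control.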
BAZ2B inh: blocks human BAZ2B | Q9UIF8 | AlphaScreen BAZ2B-H3K14Ac peptide displacement | Potency, µM (series often up to 114 µM), without a hit: at the highest dose activity change, negative = inhibition, actives largely listed as inhibitors | 360,000 tested, 4.4% active; further: on the % scale 0 is the no-effect control and ±100 the full control effect; nearly all actives have a fitted effect of over 60% in size
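AlphaScreen displacement of biotin-H3(5-23)K14Ac peptide (50 nM final) from BAZ2B (50 nM final) in PBS pH 7.4, 0.01% Tween-20; complex preformed 30 min RT, then compounds (top 110 uM) 30 min RT, beads 20 min dark.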
APEX1 inh: APE1 (human) endonuclease inhibition; 350,000 tested, 0.35% active; Potency, µM (series often up to 65.8 µM), inactives show at the highest dose activity change, negative = inhibition, most hits filed as inhibitors; P27695; recombinant APE1, TAMRA/BHQ-2 abasic DNA cleavage fluorescence; AID 2517;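 further: plate controls were vehicle for no effect and reference inhibitor for full effect; nearly all actives have a fitted effect of over 55% in size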
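Quantitative HTS: incision of a TAMRA/BHQ-2 double-stranded substrate bearing a tetrahydrofuran abasic site by 0.75 nM APE1 raises fluorescence. Substrate 50 nM final, added after 15 min compound preincubation at room temperature; progress as third-minus-first kinetic read difference.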
BLM helicase inh: Bloom syndrome helicase (human) inhibition; 350,000 tested, 0.2% active; Potency, µM (titrated, usually from 56.1 µM), without a hit: at the top dose activity change, negative = inhibition, actives largely listed as inhibitors; P54132; AID 2528; recombinant BLM DNA unwinding, fluorescence dequenching;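 further: plate controls were vehicle for no effect and no enzyme for full effect; nearly all actives have a fitted effect of over 35% in size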
Target sequence (P54132 whole entry, looked up): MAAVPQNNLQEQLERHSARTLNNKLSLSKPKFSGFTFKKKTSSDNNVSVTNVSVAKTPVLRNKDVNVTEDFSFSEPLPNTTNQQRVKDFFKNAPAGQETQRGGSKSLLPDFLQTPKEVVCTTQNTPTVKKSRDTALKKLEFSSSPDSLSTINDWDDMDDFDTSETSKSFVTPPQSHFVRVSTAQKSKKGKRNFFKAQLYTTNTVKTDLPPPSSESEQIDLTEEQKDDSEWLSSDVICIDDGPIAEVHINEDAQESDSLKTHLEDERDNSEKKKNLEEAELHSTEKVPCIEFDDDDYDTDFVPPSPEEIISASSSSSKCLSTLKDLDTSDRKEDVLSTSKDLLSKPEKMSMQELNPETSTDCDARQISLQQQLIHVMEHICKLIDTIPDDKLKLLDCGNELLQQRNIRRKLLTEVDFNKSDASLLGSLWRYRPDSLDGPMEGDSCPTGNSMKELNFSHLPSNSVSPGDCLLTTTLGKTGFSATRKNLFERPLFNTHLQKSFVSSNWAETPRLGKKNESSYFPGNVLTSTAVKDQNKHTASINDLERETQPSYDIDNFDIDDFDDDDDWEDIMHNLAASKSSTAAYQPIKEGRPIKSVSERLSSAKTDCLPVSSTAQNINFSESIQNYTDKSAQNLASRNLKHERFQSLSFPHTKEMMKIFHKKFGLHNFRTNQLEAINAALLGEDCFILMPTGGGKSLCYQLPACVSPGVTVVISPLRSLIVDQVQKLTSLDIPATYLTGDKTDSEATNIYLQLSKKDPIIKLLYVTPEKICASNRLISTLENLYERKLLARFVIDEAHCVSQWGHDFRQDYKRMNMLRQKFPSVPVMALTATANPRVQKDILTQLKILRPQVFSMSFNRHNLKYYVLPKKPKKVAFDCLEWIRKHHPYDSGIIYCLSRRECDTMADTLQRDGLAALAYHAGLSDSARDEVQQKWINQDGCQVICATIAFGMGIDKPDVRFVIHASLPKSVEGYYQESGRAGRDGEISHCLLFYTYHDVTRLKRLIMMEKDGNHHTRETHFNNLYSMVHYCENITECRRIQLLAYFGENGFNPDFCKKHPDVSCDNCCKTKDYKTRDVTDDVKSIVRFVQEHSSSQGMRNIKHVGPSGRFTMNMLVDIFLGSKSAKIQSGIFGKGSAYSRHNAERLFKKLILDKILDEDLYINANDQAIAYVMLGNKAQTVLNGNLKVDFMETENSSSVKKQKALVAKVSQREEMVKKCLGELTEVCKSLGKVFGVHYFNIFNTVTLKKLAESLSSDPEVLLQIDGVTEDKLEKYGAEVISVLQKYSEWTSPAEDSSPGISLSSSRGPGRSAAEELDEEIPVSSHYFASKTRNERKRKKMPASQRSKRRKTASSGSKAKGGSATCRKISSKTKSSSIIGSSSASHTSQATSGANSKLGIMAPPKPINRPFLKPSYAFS
Pol eta inh: inhibitors of human DNA polymerase eta | Q9Y253 | recombinant Pol eta, fluorescent DNA replication assay | Potency, µM (titrated, usually from 114 µM), inactives show at the top dose activity change, negative = inhibition, usual class: inhibitors | 390,000 tested, 1.2% active | AID 588591; further: on the % scale 0 is the no-effect control and ±100 the full control effect
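Pol eta at 10 nM preincubated with compounds 15 min at room temperature; reaction started with fluorescent substrate (50 nM final) and read kinetically at 0 and 10 min.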
Pol kappa inh: blocks human DNA polymerase kappa activity. purified Pol kappa, fluorescent DNA synthesis assay, 10 min. Potency, µM (top dose mostly 107 µM), inactives show at the highest dose activity, negative = inhibition, actives largely listed as inhibitors. 400,000 tested, 0.53% active; further: on the % scale 0 is the no-effect control and ±100 the full control effect
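Pol kappa 10 nM + cpd, 15 min RT; start w/ substrate 50 nM final; fluorescence kinetic read, 0 and 10 min. Neg ctrl: buffer, no enzyme.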
Pol beta inh: blocks human DNA polymerase beta activity. P06746. Pol beta primer extension/strand displacement, fluorescence kinetic. Potency, µM (highest dose often 114 µM), without a hit: at the top dose activity change, negative = inhibition, hits mostly inhibitors. 340,000 tested, 1.3% active. AID 485314; further: on the % scale 0 is the no-effect control and ±100 the full control effect
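Values derive from four-parameter Hill fits of normalized kinetic data: reads at 0 and 10 min following addition of 50 nM substrate to 10 nM Pol beta preincubated 15 min with compound.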
G9a block: G9a (human) methyltransferase inhibition; Q96KQ7; G9a H3K9 monomethylation, AlphaScreen, 2 h; Potency, µM (highest dose often 102 µM), for the others: top-dose activity, negative = inhibition, actives largely listed as inhibitors; 350,000 tested, 8.8% active; further: on the % scale 0 is the no-effect control and ±100 the full control effect; nearly all actives have a fitted effect of over 75% in size
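Using a bead-based AlphaScreen, monomethylated H3K9 product from 2 h room-temperature reactions (G9a 20 nM, peptide 500 nM, SAM 20 uM) was detected with 0.5 ug/mL rabbit anti-H3K9me1 antibody.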
* = called active by the depositor; ? = inconclusive; nt = no result given; [ ] = remark or other dose. The call rests on the fitted dose curve; in most records, active means well fitted curve in the direction sought with a large enough effect; inconclusive means small, poorly fitted or top-dose-only effect, or another doubt; inactive means no such curve, though single readings can be large; an effect the other way counts as inactive or inconclusive. Potency means the concentration at half of the fitted maximal effect.

SMILES | JMJD2A Tudor inh | Pol iota inh | BAZ2B inh | APEX1 inh | BLM helicase inh | Pol eta inh | Pol kappa inh | Pol beta inh | G9a block
O=C(CSc1ccccc1)NCc1cccnc1 | -7% | -3% | -1% | -2% | 0% | -11% | 5% | 15% | ?
CSc1nnc(-c2ccc(NC(=O)CCc3ccccc3)cc2)n1C | -11% | -11% | -12% | 17% | -1% | -8% | -5% | 3% | -29%[12.7 µM]
CN(C)c1ccc(C(=O)Nc2c(C(=O)NC(C)(C)C)oc3ccccc23)cc1 | -28% | ? | -12%[57.1 µM] | nt | -7% | -7% | -7% | -19% | -48%[59 µM]
COc1ccc2c(Cn3cnc4cc([N+](=O)[O-])ccc4c3=O)cc(=O)oc2c1 | -15% | ? | -1% | -5% | -15% | -5% | -10% | 11% | -9%
O=C(COC(=O)CC1CC2CCC1C2)Nc1ccccc1Cl (configuration not stated) | 74%[activator] | 5% | nt | 4% | nt | -8% | -8% | nt | nt
CC(C)(C)C1CCc2onc(C(=O)Nc3cccc(O)c3)c2C1 (configuration not stated) | nt | nt | -2% | 4% | -6% | nt | nt | -12% | 6%[59 µM]
Cc1ncc(CO)c2c1Oc1nc(-c3ccccc3F)nc(SCC(=O)N3CCCCC3)c1C2 | -22% | 1% | ? | nt | 3% | -5% | -23% | 4% | -44%[59 µM]
O=C(NCCCc1ccccc1)C1CC1 | -8% | 39%[activator] | nt | nt | nt | 1% | -14% | nt | nt
COc1ccccc1Oc1coc2c(CN3CCN(C)CC3)c(O)ccc2c1=O | -13% | 8% | 13% | -1% | -2% | -15% | 12% | 1% | 24%[12.7 µM]
N#Cc1c2n(c3c(-c4ccccc4)ncnc13)CCC2 | -9% | 3% | 9% | 2% | 0% | -12% | -8% | 14% | -30%[59 µM]
COCCCN(CC(=O)Nc1ccc(N2CCOCC2)cc1)S(=O)(=O)c1ccc(C)cc1 | -13% | 210%[activator] | -22% | 5% | 1% | -11% | -3% | -3% | -41%
COc1ccc2[nH]c3nc(SCC(=O)Nc4cccc(NC(C)=O)c4)nnc3c2c1 | -9% | ? | 0% | -24% | -10% | 0% | -20% | 35µM* | nt
CCc1ccc(/C=N/NC(=O)c2cc(-c3cccc([N+](=O)[O-])c3)n[nH]2)cc1 | -34% | 2% | -31% | -15% | -19% | -19% | -42% | ? | 27%[59 µM]
CCOc1ccc(C(=O)Nc2cccc(-c3nc4cccnc4o3)c2)cc1Cl | -18% | 49%[activator] | 1% | -2% | -1% | -3% | -19% | -2% | ?
O=C(NN=Cc1ccc(F)cc1)c1ccccc1NS(=O)(=O)c1cccs1 | -18% | -25% | nt | 13% | nt | -6% | -19% | nt | nt
COc1ccc(-c2cc3nc(C)cc(-c4ccc(OC)cc4)n3n2)cc1 | 116%[activator] | 0% | 90%[activator] | -11% | -1% | -16% | -8% | 11% | 2%[0.501 µM]
CC(=O)OCc1cnc(C)c2oc(=O)c(C(=O)Nc3cc(F)ccc3C)cc12 | -2% | 5% | 0% | nt | -3% | -13% | 3% | 14% | 7%[59 µM]
COc1ccc(-c2noc(CN(C)Cc3ccc(C)o3)n2)cc1 | ? | 29% | -10% | 5% | -6% | -10% | 6% | 0% | -47%
O=C(O)CCCNS(=O)(=O)c1ccc(F)cc1 | -5% | 11% | 5% | 0% | -2% | -11% | -4% | 4% | -39%
COc1ccc(-n2nc(C(=O)NCC(=O)NCC3COc4ccccc4O3)c3ccccc3c2=O)cc1 (configuration not stated) | -12% | -13% | 1% | -3% | -5% | -25% | -7% | 0% | 0%
Cc1cc(NC(=O)c2ccc(N3CCCC3)c([N+](=O)[O-])c2)no1 | -16% | ? | -13% | -6% | -9% | ? | -13% | 20µM* | ?
CCOC(=O)N1CCC(N2CCCC(C(=O)c3ccc4cc(OC)ccc4c3)C2)CC1 (configuration not stated) | ? | -2% | -25% | -3% | 4% | -12% | -6% | 0% | nt
CC(C)n1nc(C(=O)OCn2nnc3ccccc3c2=O)c2ccccc2c1=O | 2% | -5% | 7% | 4% | 0% | -13% | -19% | -7% | 14%[59 µM]
O=C(Cn1nc(C(=O)O)c2ccccc2c1=O)c1cc(F)ccc1F | -22%[11.4 µM] | -5% | 25% | 1% | 1% | -30% | 5% | -1% | 26%[59 µM]
CC1CC(C)CN(C(=O)c2ccc3ncsc3c2)C1 (configuration not stated) | -7% | 1% | 3% | 1% | nt | -7% | -16% | nt | ?
CCC(C)Nc1nc2c(c(=O)n(C)c(=O)n2C)n1Cc1ccc(Cl)cc1 (configuration not stated) | -19% | -5% | ? | 14% | 3% | -4% | -10% | -10% | -7%[59 µM]
Cn1c(=O)n(C)c2cc(NS(=O)(=O)c3ccc(Cl)cc3)c(NCc3ccccc3)cc21 | ? | 13% | -24% | nt | -1% | -18% | 9% | 0% | 16µM*
C=C1CCN([C@@H](CC(C)C)C(=O)O)S(=O)(=O)c2ccccc21 | -15% | -9% | nt | nt | nt | 7% | 1% | nt | nt
COC(=O)c1sccc1NC(=O)CCC1CCCCC1 | 28%[57.1 µM] | 19% | 88%[activator] | 0% | -2% | -19% | -7% | 44% | 48%[59 µM]
Cc1ccccc1CS(=O)(=O)Cc1ccc(C(=O)NCc2ccco2)o1 | -27% | 19% | 3% | -3% | 0% | 1% | -3% | 15% | -3%[59 µM]
CCOc1ccc(NC(=O)CSc2nc3c([nH]c4ccccc43)c(=O)n2C)cc1 | 4% | 10% | -12% | -2% | -1% | -15% | 8% | -5% | -11%
C[C@H](CO)N1C[C@H](C)[C@@H](CN(C)C(=O)Nc2ccc3c(c2)OCO3)Oc2ccc(NC(=O)NC3CCCCC3)cc2C1=O | -19% | 62%[activator] | nt | 9% | nt | -15% | 2% | nt | nt
O=C(Nc1cccc(C(F)(F)F)c1)c1cccnc1NCCO | -33% | 2% | -28% | 26% | -6% | -5% | -2% | 11% | -49%[59 µM]
CCCNC(=S)Nc1ccc(Cl)cc1C | 7% | 10% | 6% | ? | 0% | -7% | -2% | 41% | -6%[59 µM]
OC(C#CCN1CCOCC1)(c1ccccc1)C1CC1 (configuration not stated) | -22% | 6% | ? | -1% | -1% | -3% | -4% | 22% | 45µM*
CCc1nn(CC(=O)N2CCN(c3ccc(Cl)cc3)CC2)c(=O)c2cc3occc3n12 | -32% | -5% | -30% | nt | -1% | -5% | -4% | 6% | 0%[59 µM]
CC(CN1CCOCC1)(NS(=O)(=O)c1ccccc1)c1ccccc1 (configuration not stated) | -11% | -12% | 18% | 2% | -3% | 2% | -6% | -15% | 9%[12.7 µM]
Cc1cc(C)c2c(c1C)C(=O)CCC2 | 20% | 38%[activator] | nt | nt | nt | -7% | 7% | nt | nt
COc1cc(C(CCN2CCCC2)c2c(OC)cc(OC)c3c2OC(=O)CC3c2ccc(N(C)C)cc2)cc(OC)c1OC (configuration not stated) | 28µM* | 8% | nt | -3% | -6% | nt | -2% | nt | nt
CC(C)CSc1oc(-c2ccco2)nc1S(=O)(=O)c1ccccc1 | 4% | 33% | -20% | -6% | -16% | ? | 2% | ? | 35µM*
Cn1c(=O)c2cc(S(=O)(=O)NC(C(=O)Nc3cccnc3)c3ccccc3)ccc2n(C)c1=O (configuration not stated) | -12% | 54%[activator] | 8% | 12% | -2% | -18% | 1% | 20% | 8.9µM*
COc1ccc(C(C)=O)cc1Cn1cnc2c(cnn2C)c1=O | -18%[11.4 µM] | 31%[activator] | -3% | -2% | -1% | ? | -8% | -2% | 20%
O=C(Cn1c(=O)sc2ccccc21)Nc1ccc(O)cc1 | -6% | -3% | -10% | 5% | -12% | -10% | 4% | -21% | -5%[59 µM]
CC(=O)N(C)c1ccc(OCC(O)COc2ccc(N(C)C(C)=O)cc2)cc1 | -14% | 20% | 8% | -2% | -4% | 7% | -4% | ? | 3%[59 µM]
CC(=O)COc1ccc(-c2csnn2)cc1 | -6% | -23% | 0% | 2% | -5% | -11% | -5% | 3% | 16%[59 µM]
CC(C)n1c(CN2CCN(Cc3ccccc3)CC2)nc2ccccc21 | -19% | -24% | -28% | 4% | 1% | -11% | -12% | -1% | ?
Cc1cccc(NC(=O)C2CCCN(S(=O)(=O)c3cccc4nsnc34)C2)n1 (configuration not stated) | -18% | 31%[activator] | -2% | 4% | -2% | 6% | -7% | 11% | 0%
N/C(=N\OC(=O)c1ccccc1F)c1cccc([N+](=O)[O-])c1 | -13% | -2% | -5% | 41% | -6% | -1% | -7% | -10% | 29%
CC(=O)Nc1ccc2nc(-c3cc(C)ccc3C)[nH]c2c1 | -10% | -23% | -2% | nt | -2% | -19% | -10% | -4% | -23%[59 µM]
O=C(CSc1nnc(CNC(=O)c2ccc(F)cc2)o1)NCc1ccccc1 | -1% | 6% | -17% | 45%[activator] | -10% | -23% | -2% | -2% | 5%
COc1ccc(OC)c(C(O)CNC(=O)CN)c1 (configuration not stated) | -21% | -17% | 10% | -1% | -4% | 4% | -7% | nt | 2%[59 µM]
COc1ccccc1NC(=O)C1CCCN1C(=O)Nc1ccc(F)cc1 (configuration not stated) | -8% | 23% | 10% | -6%[12.4 µM] | 1% | -2% | -5% | 8% | 22%[59 µM]

Copied from above (4 entries):
SMILES | JMJD2A Tudor inh | Pol iota inh | BAZ2B inh | APEX1 inh | BLM helicase inh | Pol eta inh | Pol kappa inh | Pol beta inh | G9a block
COC(=O)c1sccc1NC(=O)CCC1CCCCC1 | 28%[57.1 µM] | 19% | 88%[activator] | 0% | -2% | -19% | -7% | 44% | 48%[59 µM]
Cc1ccccc1CS(=O)(=O)Cc1ccc(C(=O)NCc2ccco2)o1 | -27% | 19% | 3% | -3% | 0% | 1% | -3% | 15% | -3%[59 µM]
CCOc1ccc(NC(=O)CSc2nc3c([nH]c4ccccc43)c(=O)n2C)cc1 | 4% | 10% | -12% | -2% | -1% | -15% | 8% | -5% | -11%
C[C@H](CO)N1C[C@H](C)[C@@H](CN(C)C(=O)Nc2ccc3c(c2)OCO3)Oc2ccc(NC(=O)NC3CCCCC3)cc2C1=O | -19% | 62%[activator] | nt | 9% | nt | -15% | 2% | nt | nt

Only part of the results is shown, so the mix of outcomes need not match the whole.
